Source: PubChem BioAssay
MEKK2 mut-MEK5 – signal of MEK5 binding to mutant human MEKK2 PB1 domain. bead flow cytometry, Alexa488-MEK5 binding to MEKK2 mutant. AID 1530. percent response, % at 10 µM. 290,000 tested, 0.35% active; in the data active = percent response above about 24%, passing the limit was not always enough; also: inactives centre near 1; some results filed as inactive read as strong as hits; reference of the scale not given here
UBC9 SUMO inh – SUMOylation inhibition; P63279; HTRF SUMOylation assay, SAE1/SAE2 + UBC9, in vitro; inhibition, % at 35 µM; 290,000 tested, 0.36% active; in the data active = inhibition above about 50%, passing the limit was not always enough; also: strong numbers were not always called active
Target sequence (P63279 whole entry, looked up): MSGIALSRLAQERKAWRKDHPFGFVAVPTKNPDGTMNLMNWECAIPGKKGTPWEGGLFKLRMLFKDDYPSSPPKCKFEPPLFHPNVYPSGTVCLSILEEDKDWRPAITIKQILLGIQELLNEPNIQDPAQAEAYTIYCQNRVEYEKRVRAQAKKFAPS
MEKK2 WT-MEK5 – raises or lowers MEK5 binding to wildtype human MEKK2 PB1 domain | AID 1531 | bead flow cytometry, Alexa488-MEK5 binding to MEKK2 WT; actives lie on both sides | Q9Y2U5 | binding response (% of control), % at 10 µM | 290,000 tested, 1.1% active; in the data active = binding response below about 67% or above about 130%
An asterisk follows results filed as active; · = no result given. Some of the compounds tested (hit frequency here may not be typical).

SMILES	MEKK2 mut-MEK5	UBC9 SUMO inh	MEKK2 WT-MEK5
CCCn1cnc2c1c(=O)n(CCCCC(C)=O)c(=O)n2C	0.0	·	96.0
CC12CCC(CC1)C(C)(C)O2	2.0	·	108.0
C=CC1=C(C(=O)O)N2C(=O)[C@@H](NC(=O)/C(=N\O)c3csc(N)n3)[C@H]2SC1 (stereo in doubt)	3.0	·	109.0
COc1ccc(C(=O)NCc2ccc(OCCN(C)C)cc2)cc1OC	1.0	·	107.0
NC(=O)c1cccc(-c2cc(Nc3ccc(OC(F)(F)F)cc3)ncn2)c1	1.0	6.9	92.0

Entries of single compounds, looked up by structure.
CC12CCC(CC1)C(C)(C)O2 in the list: MEKK2 mut-MEK5 = 2.0; UBC9 SUMO inh = ·; MEKK2 WT-MEK5 = 108.0
COc1ccc(C(=O)NCc2ccc(OCCN(C)C)cc2)cc1OC in the list: MEKK2 mut-MEK5 = 1.0; UBC9 SUMO inh = ·; MEKK2 WT-MEK5 = 107.0
